Screens (PubChem)
APEX1 inh – blocks human APE1 abasic DNA cleavage | actives 0.35% (n = 350,000) | Potency, µM (series often up to 65.8 µM), inactives show at the highest dose activity change, negative = inhibition, most hits filed as inhibitors | recombinant APE1, TAMRA/BHQ-2 abasic DNA cleavage fluorescence | P27695;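 note: potency is the fitted concentration of half-maximal effect; plate controls were vehicle for no effect and reference inhibitor for full effect; nearly all actives have a fitted effect of over 55% in size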
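Step 1: APE1 (0.75 nM) with compound, 15 min RT. Step 2: add 50 nM fluorophore/quencher THF duplex. Step 3: three fluorescence reads 60 s apart (525/598 nm); read 3 minus read 1 = reaction progress.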
Pol eta inh – inhibitors of human DNA polymerase eta | Q9Y253 | recombinant Pol eta, fluorescent DNA replication assay | Potency, µM (top dose mostly 114 µM), inactives show top-dose activity change, negative = inhibition, most hits filed as inhibitors | actives 1.2% (n = 390,000) | AID 588591; note: potency is the fitted concentration of half-maximal effect; % is set by controls: 0 for no effect and ±100 for the full control effect
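Pol eta at 10 nM preincubated with compounds 15 min at room temperature; reaction started with fluorescent substrate (50 nM final) and read kinetically at 0 and 10 min.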
BLM inh – inhibitors of human Bloom syndrome helicase BLM. P54132. recombinant BLM DNA unwinding, fluorescence dequenching. Potency, µM (top dose mostly 56.1 µM), for the others: top-dose activity change, negative = inhibition, hits mostly inhibitors. actives 0.2% (n = 350,000). AID 2528;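 note: potency is the fitted concentration of half-maximal effect; plate controls were vehicle for no effect and no enzyme for full effect; nearly all actives have a fitted effect of over 35% in size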
Apoferritin bind – binds horse apoferritin like a general anesthetic. apoferritin/1-aminoanthracene competitive binding, fluorescence. actives 0.074% (n = 350,000). Potency, µM (series often up to 77.5 µM), for inactives: top-dose activity change, negative = displacement, most hits filed as inhibitors. P02791; note: potency is the fitted concentration of half-maximal effect; % is set by controls: 0 for no effect and ±100 for the full control effect; nearly all actives have a fitted effect of over 20% in size
Target sequence (P02791 2-175 limits assumed): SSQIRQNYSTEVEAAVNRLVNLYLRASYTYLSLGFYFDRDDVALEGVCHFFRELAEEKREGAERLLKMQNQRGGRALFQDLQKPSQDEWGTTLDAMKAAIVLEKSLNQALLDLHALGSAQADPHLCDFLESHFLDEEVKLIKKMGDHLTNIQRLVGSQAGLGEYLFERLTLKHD
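Read-out: endpoint 1-AMA fluorescence, excitation 380 nm and emission 535 nm, after compounds sit 10 min at room temperature with 10 uM horse-spleen apoferritin in 50% saturated 1-AMA/PBS. Values come from four-parameter Hill fits.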
GRP78 ERSR act – induces the endoplasmic reticulum stress response in human glioma cells; U87-MG GRP78 promoter luciferase reporter, 16 h; Potency, µM, without a hit: at the top dose activation, hits mostly activators; actives 0.02% (n = 420,000); AID 602332; note: potency is the fitted concentration of half-maximal effect; series mostly up to about 76 µM; % of control where 0% means no effect; nearly all actives have a fitted effect of over 35% in size
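ERSR induction read as luciferase luminescence (Bright-Glo, 10 min at room temperature) in stably transfected human U87-MG glioma cells exposed to compounds for 16 h, using GRP78 as sensor.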
Pol kappa inh – DNA polymerase kappa (human) inhibition; Q9UBT6; purified Pol kappa, fluorescent DNA synthesis assay, 10 min; Potency, µM (highest dose often 107 µM), for inactives: top-dose activity, negative = inhibition, most hits filed as inhibitors; actives 0.53% (n = 400,000); note: potency is the fitted concentration of half-maximal effect; % is set by controls: 0 for no effect and ±100 for the full control effect
Target sequence (Q9UBT6 whole entry, looked up): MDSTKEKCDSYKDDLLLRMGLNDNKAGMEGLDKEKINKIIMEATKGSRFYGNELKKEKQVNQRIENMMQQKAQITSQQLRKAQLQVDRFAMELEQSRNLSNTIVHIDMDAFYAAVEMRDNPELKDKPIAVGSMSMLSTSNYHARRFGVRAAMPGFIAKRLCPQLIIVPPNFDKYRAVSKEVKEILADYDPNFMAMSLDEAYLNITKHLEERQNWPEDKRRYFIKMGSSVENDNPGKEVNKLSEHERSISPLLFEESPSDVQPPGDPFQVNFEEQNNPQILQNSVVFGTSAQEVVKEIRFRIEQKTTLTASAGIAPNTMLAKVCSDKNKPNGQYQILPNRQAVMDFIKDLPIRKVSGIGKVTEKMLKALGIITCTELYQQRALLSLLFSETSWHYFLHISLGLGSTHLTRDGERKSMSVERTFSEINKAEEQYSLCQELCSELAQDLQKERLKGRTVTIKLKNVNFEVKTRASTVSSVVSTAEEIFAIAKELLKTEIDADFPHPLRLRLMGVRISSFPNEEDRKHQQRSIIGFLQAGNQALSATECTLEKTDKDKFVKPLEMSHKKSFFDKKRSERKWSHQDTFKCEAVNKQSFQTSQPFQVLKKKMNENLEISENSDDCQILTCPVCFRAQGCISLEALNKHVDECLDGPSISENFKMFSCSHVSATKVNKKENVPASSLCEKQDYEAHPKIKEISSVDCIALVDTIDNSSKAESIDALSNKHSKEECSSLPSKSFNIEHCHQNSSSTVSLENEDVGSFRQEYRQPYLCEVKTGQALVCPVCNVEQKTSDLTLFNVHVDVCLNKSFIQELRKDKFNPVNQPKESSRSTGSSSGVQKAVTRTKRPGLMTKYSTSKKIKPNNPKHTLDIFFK
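Activity was followed as the change in fluorescence between reads at 0 and 10 min after starting the reaction with 50 nM substrate. Beforehand, 10 nM polymerase had been preincubated with compound for 15 min at room temperature.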
POLB inh – inhibitors of human DNA polymerase beta; Pol beta primer extension/strand displacement, fluorescence kinetic; Potency, µM (top dose mostly 114 µM), for the others: top-dose activity change, negative = inhibition, hits mostly inhibitors; actives 1.3% (n = 340,000); AID 485314; note: potency is the fitted concentration of half-maximal effect; % is set by controls: 0 for no effect and ±100 for the full control effect
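Enzyme-only controls used 10 nM Pol beta; buffer lacking enzyme served as negative control. Compound preincubated 15 min, then 50 nM substrate added; 0 and 10 min reads at room temperature.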
LDHA inh – blocks human lactate dehydrogenase A | purified LDHA, NADH/diaphorase-resazurin fluorescence; hits give low values | activity change, % (values are at about 110 or 230 µM) | actives 0.15% (n = 480,000) | AID 1347041; in the data active = activity change below about -30%; inconclusive = mostly about -25% to -30%;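 note: plate controls were DMSO wells for no effect and wells without enzyme for full effect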
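Enzyme activity of human lactate dehydrogenase 5 (2 nM; 0.06 mM NADH, 0.2 mM pyruvate, 5 min, RT) is measured via a resazurin/diaphorase fluorescence readout of residual NADH.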
POLI inh – inhibitors of human DNA polymerase iota; Q9UNA4; Pol iota fluorescent replication assay, 10 min; Potency, µM (titrated, usually from 115 µM), without a hit: top-dose activity, negative = inhibition, actives largely listed as inhibitors; actives 1% (n = 390,000); note: potency is the fitted concentration of half-maximal effect
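Pol iota at 10 nM preincubated 15 min with compounds at room temperature; reaction started with fluorescent substrate, 50 nM final. Fluorescence read kinetically at 0 and 10 min; buffer-only wells as negative control.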
Starred values were filed as active, the others as inactive; ? = inconclusive; nt = no result given; & = joins results of further samples; [ ] = remark or other dose. Unless noted, calls come from the whole dose curve; as a rule, active = well fitted curve in the direction sought with a large enough effect; inconclusive = small, poorly fitted or top-dose-only effect, or another doubt; inactive = no such curve, though single readings can be large; an effect the other way counts as inactive or inconclusive. An excerpt. The share of hits here may be higher or lower than overall.

entry	APEX1 inh	Pol eta inh	BLM inh	Apoferritin bind	SMILES	GRP78 ERSR act	Pol kappa inh	POLB inh	LDHA inh	POLI inh
1	nt	-24%	nt	nt	CC(C)=CCc1c(O)cc2c(=O)c3ccc(O)cc3oc2c1O	2%	7%	nt	-4	2%
2	0%	13%	-2%	-6%	O=C(O)c1cc2ccccc2c(=O)s1	-3%	-1%	21%	-13	15%
3	nt	-10%	-1%	-17%	CN(C)c1ccc(CNC(=O)CN2C(=O)CCn3nc(-c4cn(C)c5ccccc45)cc32)cc1	-2%	-6%[60.1 µM]	?	10	-3%
4	-4%	-12%	-6%	-5%	CCOc1ccccc1NC(=O)CNC(=O)Cc1ccccc1	1%	-8%	-16%	-1	129%[activator]
5	9%	?	-18%	-6%	O=C(Cn1ncc(Cl)c(Cl)c1=O)N1CCN(Cc2ccccc2)CC1	-15%	0%	28µM*	0	35µM*
6	3%	-13%	-1%	-5%	CCOc1cc(CNn2cnnc2)ccc1OCC(=O)NC1CCCCC1	0%	0%	9%	-1	15%
7	3%	-12%	nt	nt	CC(NC(=O)c1cccc(S(=O)(=O)N2CCCCCC2)c1)c1ccccc1 (stereo not given)	-6%	-6%	nt	-6	?
8	48%	-13%	4%	-15%	Cc1coc2cc3oc(=O)c(CCC(=O)N4C[C@H]5C[C@@H](C4)c4cccc(=O)n4C5)c(C)c3cc12	-2%	8%	2%	4	36%[activator]
9	4%	-22%	nt	nt	COc1ccc(OC)c(C=NNC(=O)c2ccc(NS(=O)(=O)c3cccs3)cc2)c1	-4%	-7%	nt	2	22%
10	nt	-12%	0%	-5%	Cc1ccc(Cl)cc1NC(=O)Cc1ccc(-n2c(C)nc3cccnc32)cc1	-5%	-6%	-2%	1	16%
11	nt	15%	2%	-2%	Cn1nnc2c(N3CCN(c4ccccc4F)CC3)ncnc21	-2%	-10%[60.1 µM]	-2%	-4	-13%
12	nt	-13%	nt	nt	Nc1nc(SCc2ccc(Cl)cc2Cl)c2ncn(C3OC(CO)C(O)C3O)c2n1 (stereo not given)	-4%	-5%	nt	-4	11%
13	nt	nt	-10%	71%[activator]	CCOC(=O)Cc1c(C)nc2c(-c3ccc(Cl)cc3)c(C(F)(F)F)nn2c1C	nt	-19%	-26%	0	-29%
14	7%	-8%	0%	-12%	Cc1nc2sc(C(c3ccc(Cl)cc3)N3CCN(C(=O)c4ccco4)CC3)c(O)n2n1 (stereo not given)	-3%	-4%	5%	-4	13%
15	2%	?	-11%	-6%	CC(C)(C)c1ccc(C(=O)OC/C(O)=C(\C#N)c2nc3ccccc3s2)cc1	-5%	-2%	-18%	2	-7%

9 entries from above, with bars between the fields.
nr | smiles | APEX1 inh | Pol eta inh | BLM inh | Apoferritin bind | GRP78 ERSR act | Pol kappa inh | POLB inh | LDHA inh | POLI inh
1 | CC(C)=CCc1c(O)cc2c(=O)c3ccc(O)cc3oc2c1O | nt | -24% | nt | nt | 2% | 7% | nt | -4 | 2%
2 | O=C(O)c1cc2ccccc2c(=O)s1 | 0% | 13% | -2% | -6% | -3% | -1% | 21% | -13 | 15%
3 | CN(C)c1ccc(CNC(=O)CN2C(=O)CCn3nc(-c4cn(C)c5ccccc45)cc32)cc1 | nt | -10% | -1% | -17% | -2% | -6%[60.1 µM] | ? | 10 | -3%
4 | CCOc1ccccc1NC(=O)CNC(=O)Cc1ccccc1 | -4% | -12% | -6% | -5% | 1% | -8% | -16% | -1 | 129%[activator]
5 | O=C(Cn1ncc(Cl)c(Cl)c1=O)N1CCN(Cc2ccccc2)CC1 | 9% | ? | -18% | -6% | -15% | 0% | 28µM* | 0 | 35µM*
6 | CCOc1cc(CNn2cnnc2)ccc1OCC(=O)NC1CCCCC1 | 3% | -13% | -1% | -5% | 0% | 0% | 9% | -1 | 15%
7 | CC(NC(=O)c1cccc(S(=O)(=O)N2CCCCCC2)c1)c1ccccc1 (stereo not given) | 3% | -12% | nt | nt | -6% | -6% | nt | -6 | ?
8 | Cc1coc2cc3oc(=O)c(CCC(=O)N4C[C@H]5C[C@@H](C4)c4cccc(=O)n4C5)c(C)c3cc12 | 48% | -13% | 4% | -15% | -2% | 8% | 2% | 4 | 36%[activator]
9 | COc1ccc(OC)c(C=NNC(=O)c2ccc(NS(=O)(=O)c3cccs3)cc2)c1 | 4% | -22% | nt | nt | -4% | -7% | nt | 2 | 22%

Continued.
entry	APEX1 inh	Pol eta inh	BLM inh	Apoferritin bind	SMILES	GRP78 ERSR act	Pol kappa inh	POLB inh	LDHA inh	POLI inh
16	4%	-3%	nt	nt	COc1ccc(S(=O)(=O)Nc2cccc3c2O[C@H](CN(C)C(=O)Nc2ccccc2)[C@@H](C)CN([C@H](C)CO)C3=O)cc1	2%	3%	nt	-9	22%
17	-8%	-8%	0%	3%	C=CCNC(=O)c1ccc(-c2nc(-c3ccccc3)cs2)cc1	7%	-4%	0%	0	31%[activator]
18	-3%	-6%	-4%	-18%	Cn1c(=O)c2c(nc(SCCN3CCCCC3)n2Cc2ccc(Cl)cc2)n(C)c1=O	0%	-2%	5%	4&-14	2%
19	12%	-14%	-2%	-3%	Cc1cc(C)cc(NC(=S)NCc2ccc(S(N)(=O)=O)cc2)c1	-4%	1%	17%	-5	111%[activator]
20	5%	1%	-1%	0%	CCC(C)c1ccc(OCc2ccc(C(=O)O)o2)cc1 (stereo not given)	-17%	-11%	3%	-9	?
21	17%	-25%	-5%	-3%	COCc1cc(C)nc(SCC(=O)Nc2ccc(N3CCOCC3)cc2)c1C#N	-5%	-4%	17%	0	18%
22	-1%	-13%	-3%	7%	COc1ccc(-c2cc(C(=O)N/N=C(\C)c3cccnc3)c3ccccc3n2)cc1	-1%	-1%	-19%	-3	12%
23	-3%	-15%	-4%	1%	CCCNC1=C(N(C(C)=O)c2cccc(F)c2)C(=O)c2ccccc2C1=O	-13%	0%	18%	34	79µM*
24	nt	-7%	-6%	-8%	CCc1ccc(NC(=O)CCCn2nc(C)c3c(C)n(-c4ccccc4)nc3c2=O)cc1	-1%	-10%	13%	-1	-21%
25	-7%	-21%	-6%	?	CC(C)Sc1nc(C(F)(F)F)cc(=O)n1-c1ccccc1	0%	-15%	0%	4	17%
26	14%	-6%	-5%	-15%	O=C(OCc1ccc(Br)cc1)c1ccncc1	-3%	-15%	25%	-5	11%
27	2%	-12%	0%	-12%	CCCn1ncc(CN2CCC(C(=O)Nc3cccc(-c4cccc(F)c4)c3)CC2)c1C	-9%	-4%	33%	-2	36%[activator]
28	-2%	-16%	3%	2%	CCOc1cc(C2c3c(-c4ccccc4)n[nH]c3C(=O)N2c2ccc(C(=O)O)cc2)ccc1O (stereo not given)	-3%	-6%	4%	-13	32%[activator]
29	77%[activator]	-6%	0%	-3%	Cc1cccc(OCC(=O)NCCCNC(=O)c2ccco2)c1	-5%	4%	6%	-8	10%
30	-3%	-7%	-2%	-18%	COn1c(SC(C)C)nc2ccccc2c1=O	0%	-8%	18%	-6	13%

Reformatted with tabs: entries from further up
No.	SMILES	APEX1 inh	Pol eta inh	BLM inh	Apoferritin bind	GRP78 ERSR act	Pol kappa inh	POLB inh	LDHA inh	POLI inh
25	CC(C)Sc1nc(C(F)(F)F)cc(=O)n1-c1ccccc1	-7%	-21%	-6%	?	0%	-15%	0%	4	17%
26	O=C(OCc1ccc(Br)cc1)c1ccncc1	14%	-6%	-5%	-15%	-3%	-15%	25%	-5	11%

Later entries:
entry	APEX1 inh	Pol eta inh	BLM inh	Apoferritin bind	SMILES	GRP78 ERSR act	Pol kappa inh	POLB inh	LDHA inh	POLI inh
31	nt	nt	-11%	0%	Cc1cc(C)c(NC(=O)Cn2c(=O)n(CC(=O)NCc3ccccc3Cl)c(=O)c3sccc32)c(C)c1	nt	6%	-5%	-4	14%
32	-5%	-14%	-2%	-9%	O=C(O)CN(Cc1ccco1)S(=O)(=O)c1ccc(F)cc1	-3%	-6%	1%	4	7%
33	-5%	-7%	-1%	-8%	Cn1nnc2cc(C(=O)N3CCSCC3)ccc21	-3%	-2%	-26%	-3	22%
34	2%	-1%	nt	nt	CC(=O)Nc1cccc(NC(=O)c2cc([N+](=O)[O-])ccc2N2CCCCC2)c1	-4%	1%	nt	-2	3%
35	nt	-19%	nt	nt	Cc1c(NS(=O)(=O)c2cccc(C(=O)NC(C)c3ccccc3)c2)c(=O)n(-c2ccccc2)n1C (stereo not given)	-5%	-4%	nt	-2	19%
36	-14%	-8%	2%	-8%	O=C(Cc1ccccc1)Nc1ccnn1C1CCN(Cc2ccc(CO)o2)CC1	-4%	-12%	14%	-3	27%
37	4%	-12%	-1%	-8%	CC(=O)NC(Cc1ccccc1)C(=O)OCC(=O)c1ccc(Br)cc1 (stereo not given)	-1%	-5%	-1%	0	0%
38	-16%	-18%	-1%	-7%	CCOC(CNC(=O)c1cccn2c(=O)c3c(C)c(C)sc3nc12)OCC	-5%	10%	13%	-3	16%
39	1%	-6%	0%	-7%	O=C(NCc1ccco1)C1CCCN(S(=O)(=O)c2ccc(Br)cc2)C1 (stereo not given)	-3%	-16%	0%	-8	34%[activator]
40	-2%	-6%	-1%	?	CCCc1ncc(C(O)c2cccc(OC)c2OC)n1C (stereo not given)	-4%	-4%	1%	-6&0	17%
41	4%	2%	-2%	-2%	CCOC(=O)c1cc2c(=O)c3ccccc3oc2nc1C	-3%	4%	77%	-8	?
42	-3%	-10%	nt	nt	CN(Cc1ccccc1)S(=O)(=O)c1ccc(Cl)c(C(=O)NCc2cccnc2)c1	-4%	-6%	nt	-10	9%
43	24%	-6%	0%	-10%	Cc1ccccc1-n1ncc2c1CC(C)(C)CC2NC(=O)CCn1cncn1 (stereo not given)	0%	-26%	30%	-1	4%
44	-18%	-2%	-4%	6%	O=C(NNC(=O)c1c(O)c2ccccc2[nH]c1=O)c1ccccc1Br	0%	-8%	11%	6	80%[activator]
45	nt	-20%	2%	-4%	COc1ccc(CNc2nc3c(c(=O)n(C)c(=O)n3C)n2Cc2ccccc2Cl)cc1	0%	6%	6%	-10	5%
46	41%	-8%	-2%	-8%	CCc1ccccc1S(=O)(=O)Cc1ccc(C(=O)NC2CCCC2)o1	-1%	2%	15%	-2	37%[activator]
